Compound activity deposited in PubChem BioAssay by National Center for Advancing Translational Sciences (NCATS).
p53 reactivation: re-activators of mutant p53; H1299 p53-A138V BP100-luciferase reporter, luminescence, 24 h; Potency, µM (top dose mostly 92.2 µM), for inactives: at the top dose activity change, positive = activation, actives largely listed as activators; 320,000 compounds, 0.063% hits; AID 504706; further: potency means the concentration at half of the fitted maximal effect; % of control where 0% means no effect; nearly all actives have a fitted effect of over 45% in size
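H1299 (p53-null), stable ts p53-A138V + BP100-Luc; 1000 cells/well, Opti-MEM/10% FBS; cpd 4 pt, 1:5; 24 h, 37 deg C, 5% CO2; detection reagent 10 min RT; luminescence.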
NPC1 prom act: NPC1 promoter activation | Huh7 NPC1 promoter luciferase reporter, 24 h | Potency, µM (titrated, usually from 9.22 µM), without a hit: top-dose activation, most hits filed as activators | 320,000 compounds, 2.4% hits;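 further: potency means the concentration at half of the fitted maximal effect; % of control where 0% means no effect; nearly all actives have a fitted effect of over 60% in size; reporter is driven by a mutant NPC1 promoter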
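Readout is luciferase luminescence, reflecting NPC1 promoter activation in stably transfected Huh7 cells after 24 h compound exposure at 37 °C in reduced-serum medium with 10% FBS.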
FLuc modulator: inhibits or activates purified firefly luciferase, miR-21 counter-screen | P08659 | purified FLuc, Km substrates, luminescence inhibition | Potency, µM (highest dose often 57.5 µM), inactives show at the highest dose activity change, negative = inhibition, actives largely listed as inhibitors | 360,000 compounds, 6.9% hits | AID 588342;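 further: potency means the concentration at half of the fitted maximal effect; plate controls were vehicle for no effect and reference inhibitor for full effect; nearly all actives have a fitted effect of over 55% in size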
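Biochemical qHTS of compounds, final roughly 60 µM downward over six points, against 10 nM purified firefly luciferase using Km concentrations of substrates (10 uM D-luciferin, 10 uM ATP) in Tris acetate pH 7.5 buffer; luminescence output.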
PKM2 act: PKM2 (human) enzyme activation; AID 1631; P14618; purified PKM2, Kinase-Glo ATP luminescence, activation; response scale: 0% is enzyme alone, no compound; 260,000 compounds, 0.34% hits; Potency, µM (series often up to 57.5 µM), for the others: at the highest dose activation, hits mostly activators; further: potency means the concentration at half of the fitted maximal effect; on the % scale 0 is the no-effect control and ±100 the full control effect; nearly all actives have a fitted effect of over 55% in size
Target sequence (P14618 whole entry, looked up): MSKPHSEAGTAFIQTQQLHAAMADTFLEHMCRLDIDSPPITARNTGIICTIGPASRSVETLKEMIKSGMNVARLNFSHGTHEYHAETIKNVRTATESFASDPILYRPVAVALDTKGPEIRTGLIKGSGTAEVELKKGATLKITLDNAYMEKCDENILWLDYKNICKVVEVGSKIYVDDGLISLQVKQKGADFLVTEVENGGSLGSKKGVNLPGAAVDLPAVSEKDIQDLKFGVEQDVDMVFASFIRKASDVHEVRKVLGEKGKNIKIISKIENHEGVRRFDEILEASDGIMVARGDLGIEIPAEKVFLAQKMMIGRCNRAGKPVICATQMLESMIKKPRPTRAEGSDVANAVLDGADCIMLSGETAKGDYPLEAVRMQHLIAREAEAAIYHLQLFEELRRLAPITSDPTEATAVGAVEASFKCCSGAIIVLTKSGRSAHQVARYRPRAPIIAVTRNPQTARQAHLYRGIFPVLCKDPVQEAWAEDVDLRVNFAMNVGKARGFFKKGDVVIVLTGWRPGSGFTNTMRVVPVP
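ATP formation by purified human PK-M2, quantified via coupled luciferase luminescence after 1 h at room temperature with 0.1 mM ADP and 0.5 mM PEP final.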
ELG1 genotoxic: inducers of genotoxicity in HEK293T ELG1-luciferase cells | HEK293T ELG1-luciferase reporter, luminescence, 16 h | Potency, µM (top dose mostly 46 µM), for inactives: at the highest dose activity change, positive = activation, actives largely listed as activators | 330,000 compounds, 1.3% hits | AID 504466; further: potency means the concentration at half of the fitted maximal effect; % of control where 0% means no effect; nearly all actives have a fitted effect of over 60% in size
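HEK293T cells expressing luciferase-tagged ELG1 were treated with compound or DMSO for 16 hr at 37°C. Luciferase activity was then read after 30 min with ONE-Glo at room temperature; rising signal flags genetic stress.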
Giardia kill: kills Giardia lamblia; Giardia lamblia trophozoite viability; activity change, % at 7.66 µM, hits read low; 340,000 compounds, 0.15% hits; AID 540267; in the data active means activity change below about -80%; inconclusive means between about -30% and that limit;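 further: parasites exposed to compound for two days anaerobically before the ATP read; on the % scale 0 is the no-effect control and ±100 the full control effect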
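Media and compound were dispensed first, then trophozoites at 100 cells/well; plates sat 48 hrs at 37 deg C without oxygen before ATP luminescence reagent was added and read after 15-30 min at room temperature.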
Gal4-VP16 FLuc: inhibits Gal4-VP16 luciferase reporter, ROR gamma counter-screen; AID 2546; Potency, µM (series often up to 53.6 µM), without a hit: top-dose activity, negative = inhibition, hits mostly inhibitors; 310,000 compounds, 3.5% hits; Drosophila S2 Gal4-VP16 UAS-luciferase, luminescence, 20 h;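 further: Gal4-VP16 expression switched on by copper sulfate through the metallothionein promoter; potency means the concentration at half of the fitted maximal effect; on the % scale 0 is the no-effect control and ±100 the full control effect; nearly all actives have a fitted effect of over 50% in size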
BRCA1 expr up: BRCA1 expression activation. MCF7-BRCA1-FFLuc reporter, luminescence, 48 h; response scale: scaled: vehicle 0%, 10 µM genistein 100%. AID 624202. 380,000 compounds, 1.1% hits. Potency, µM (series often up to 46.1 µM), for inactives: top-dose activation, actives largely listed as activators; further: potency means the concentration at half of the fitted maximal effect; nearly all actives have a fitted effect of over 80% in size; some results filed as inactive show a strong effect at the top dose
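Quantitative HTS in MCF7 cells stably reporting BRCA1 expression via firefly luciferase. Compound treatment lasts 48 h at 37 °C in phenol-red free MEM. Activation is expressed relative to genistein at 10 microM and DMSO.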
Rab9 promoter act: activators of Rab9 promoter; Huh7 Rab9 promoter-luciferase reporter, luminescence, 24 h; Potency, µM (highest dose often 9.22 µM), without a hit: at the top dose activation, negative = inhibition, hits mostly activators; 320,000 compounds, 2.8% hits; further: potency means the concentration at half of the fitted maximal effect; % of control where 0% means no effect; nearly all actives have a fitted effect of over 60% in size
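Huh7 cells stably carrying a Rab9 promoter-luciferase reporter, 1500 cells per well in OP-MEM I with 10% FBS, treated with compound 24 hours at 37C. Luciferase activity read by luminescence after 10 minutes with Amplite reagent.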
Menin-MLL TR inh: displaces Texas Red mutant MLL peptide from human menin; O00255; Menin + Texas Red MLL mutant peptide, fluorescence polarization; Potency, µM (doses to about 61.6 µM), for inactives: top-dose FP activity change, negative = inhibition, usual class: inhibitors; 270,000 compounds, 0.23% hits; AID 1768; active means well fitted inhibition curve with a large enough effect in the polarisation, with a control signal flat, not every such curve was filed as active; inconclusive means small, poorly fitted or top-dose-only effect, or effect the other way, or a change in a side signal; inactive means no such curve, though single readings can be large or run the other way; the % refers to the polarisation; further: potency means the concentration at half of the fitted maximal effect; % of control where 0% means no effect; many of its hits are not listed in these tables
Target sequence (O00255 whole entry, looked up): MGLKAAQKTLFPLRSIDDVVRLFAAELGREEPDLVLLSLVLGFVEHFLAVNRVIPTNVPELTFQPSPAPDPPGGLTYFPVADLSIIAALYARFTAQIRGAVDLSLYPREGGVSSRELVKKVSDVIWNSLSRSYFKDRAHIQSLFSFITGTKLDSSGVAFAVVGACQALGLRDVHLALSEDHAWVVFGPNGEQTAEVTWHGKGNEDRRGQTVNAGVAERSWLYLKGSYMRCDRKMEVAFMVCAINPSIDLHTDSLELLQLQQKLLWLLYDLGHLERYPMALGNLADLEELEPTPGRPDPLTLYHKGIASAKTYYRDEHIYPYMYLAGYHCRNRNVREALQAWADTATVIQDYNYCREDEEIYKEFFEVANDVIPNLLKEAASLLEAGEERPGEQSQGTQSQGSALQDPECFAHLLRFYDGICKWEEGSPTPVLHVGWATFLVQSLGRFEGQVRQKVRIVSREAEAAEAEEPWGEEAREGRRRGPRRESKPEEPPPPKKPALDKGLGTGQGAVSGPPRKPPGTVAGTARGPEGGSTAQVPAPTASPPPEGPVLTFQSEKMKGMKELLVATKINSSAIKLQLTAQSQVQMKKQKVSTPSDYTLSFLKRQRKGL
RORg inh: ROR gamma (mouse) transcription inhibition. Drosophila S2 Gal4-RORgamma UAS-luciferase reporter, 20 h. AID 2551. 310,000 compounds, 5.4% hits. Potency, µM (doses to about 53.6 µM), for the others: at the top dose activity change, negative = inhibition, hits mostly inhibitors. P51450; further: potency means the concentration at half of the fitted maximal effect; on the % scale 0 is the no-effect control and ±100 the full control effect; nearly all actives have a fitted effect of over 60% in size
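Luminescence from a UAS-regulated Photinus luciferase reporter in stably transfected Drosophila Schneider cells is measured; decreased signal marks ROR gamma inhibition. Fusion expression is induced by 700 uM copper sulfate for 20 hr.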
* hit, by the source's call; ? = inconclusive; / = no result given; & = joins results of further samples; [ ] = dose if it differs, or a comment. Unless noted, the call rests on the fitted dose curve; in most records, active means well fitted curve in the direction sought with a large enough effect; inconclusive means small, poorly fitted or top-dose-only effect, or another doubt; inactive means no such curve, though single readings can be large; an effect the other way counts as inactive or inconclusive.

Each structure is followed by: p53 reactivation	NPC1 prom act	FLuc modulator	PKM2 act	ELG1 genotoxic	Giardia kill	Gal4-VP16 FLuc	BRCA1 expr up	Rab9 promoter act	Menin-MLL TR inh	RORg inh
Cn1c(=O)oc2cc(S(=O)(=O)N3CCC(C(=O)NCc4ccccc4)CC3)ccc21
→ 6%	-1%	0%&-5%	10%	3%	3	1%	3%&3%	5%	-14%	-27%
CCN(CC)CCCNC(=O)Cn1ncn2cccc2c1=O
→ 11%	-4%	-2%	0%	2%	-7	0%	1%	-13%	/	-8%
COc1ccc(OC)c(NC(=O)CCC(=O)N(Cc2ccc(OC)c(OC)c2)c2nccs2)c1
→ -3%	-1%	-2%	-14%	0%	-21	3%	-9%	-3%	5%	20%
O=c1[nH]c(NC2CCCCC2)c([N+](=O)[O-])c(=O)[nH]1
→ -4%	-1%	2%	-1%	-1%	-6	-17%	50%	3%	3%	-1%
COc1ccc(NC(=O)CN2CCN(CC(=O)Nc3ccccc3Cl)CC2)c(OC)c1
→ 0%	-2%	3%	0%	-8%	-5	5%	-31%	-1%	-3%	11%
Cc1ccc(CNC(=O)c2ccccc2SCC(=O)NCC2CCCCC2)cc1
→ 3%	-2%	?	-5%	-7%	-10	7%	0%	-5%	-26%	41%
C/C(=N\NC(=O)c1ccc(N)cc1)C1CC1
→ 30%	-6%	-12%	0%	10%	-6	3%	72%	-3%	/	-4%
Cn1nnnc1SCC(=O)c1c(N)n(C2CC2)c(=O)[nH]c1=O
→ -3%	-2%	2%	/	1%	2	/	0%	2%	/	/
O=C(c1cc(COc2ccc(F)cc2Cl)on1)N1CCC(OCc2cccnc2)CC1
→ -5%	-7%	?	7%	-6%	0	?	-12%	0%	-12%	-78%
Cc1cc(C)cc(NC(=O)C(OC(=O)C2=COCCO2)c2ccccc2)c1 (centres undefined)
→ 8%	3%	-3%	4%	-5%	-30	-2%	51%	-4%	-8%	-9%
O=C(CCCCl)Oc1ccc2cc(-c3ccc4ccccc4n3)c(=O)oc2c1
→ ?	?	?	-2%	?	-11	5%	?	?	-24%	-11%
CCN1CCN(c2ccc(NC(=O)c3cccc(OCc4ccccc4)c3)cc2)CC1
→ 12%	-8%	?	21%	-2%	16	0%	-34%	4%	-13%	25%
N#Cc1cccc(OC(=O)c2ccc3c(=O)n4c(nc3c2)CCC4)c1
→ 5%	-2%	2%	/	2%	1	/	0%	-3%	/	/
O=C(C1CC(=O)N(C2CCCC2)C1)N1CCN(c2cccc(Cl)c2)CC1 (centres undefined)
→ -17%	1%	2%	0%	-14%	-1	-6%	-29%	6%	/	21%
CC1SCC(=NOCc2ccccc2)CS1 (centres undefined)
→ 17%	?	19µM*	1%	?	24	-2%	?	?	/	32%
O=C(CN1C(=O)/C(=C/c2ccco2)SC1=S)Nc1ccc(O)c(C(=O)O)c1
→ 0%	-2%	?	/	4%	-15	2%	9%	9%	/	2%
COc1ccccc1/C=N/NC(=O)c1ccc(N(C)S(=O)(=O)c2ccccc2)cc1
→ 0%	-1%	3%	3%	0%	-6	13%	-7%	0%	-2%	-38%
CC(C)[C@H](NC(=O)OC(C)(C)C)c1nnc(SCc2cccc(F)c2)o1
→ ?	-1%	1%	-9%	-8%	7	-5%	5%	-8%	-6%	8%
Cc1ccc2cc(CN(c3ccccc3C)S(=O)(=O)c3ccccc3)c(=O)[nH]c2c1
→ 13%	-10%	-1%	-1%	-8%	-8	-12%	-34%	-1%	18%	8%
CN(CCc1ccccn1)C(=O)CN(C)S(=O)(=O)c1ccc2c(c1)c(=O)n(C)c(=O)n2C
→ -2%	1%	1%	-4%	-14%	-5	-2%	9%	-10%	-5%	15%
c1ccc(Cn2c(SCCN3CCOCC3)nnc2-c2cccnc2)cc1
→ 1%	-3%	2%	-1%	0%	6	7%	0%	3%	4%[11.7 µM]	44%
CCOC(=O)CCSc1nc(N2CCOCC2)c2c(c1C#N)CC(C)(C)OC2
→ 4%	0%	-12%	/	-1%	-7	-10%	-13%	-6%	?	-14%
Cc1ccc(NC(=O)Cn2cnc3cc([N+](=O)[O-])ccc3c2=O)cc1
→ 1%	-8%	6%	-3%	-2%	-20	7%	-15%	-6%	/	4%
O=C(NC1CCCCCC1)C1CCN(C(=O)c2cccc(Cl)c2)CC1
→ 6%	0%	4%	-6%	-3%	12	-1%	-18%	2%	-1%	35%
Cc1cccc(Cc2nnc(CCC(=O)N(C)Cc3ccncc3C)o2)c1
→ -1%	-1%	5%	8%	-1%	0	-7%	-13%	0%	-7%	17%
COc1ccccc1N1C(=O)c2ccccc2NC1c1ccncc1 (centres undefined)
→ 3%	-5%	0%	1%	-5%	5	-2%	0%	-2%	-2%	40%
COC(=O)c1ccc2c(=O)sc(N3CCC(C(N)=O)CC3)nc2c1
→ 9%	1%	-2%	-3%	0%	10	1%	-14%	7%	-20%	-27%
CC1=C(C(=O)Nc2ccccc2)C(c2ccc(O)cc2)N2C(=O)CSC2=N1 (centres undefined)
→ 4%	-1%	7%	-6%	0%	29	-2%	8%	-3%	/	0%
Cc1ccccc1C(=O)Nc1cccc(NC(=O)c2ccccc2[N+](=O)[O-])c1
→ /	-3%	?	0%	3%	6	0%	-16%	11%	-1%	15%
CCOC(=O)NC(=O)/C(C#N)=C\NNc1ncc(C(F)(F)F)cc1Cl
→ -2%	5%	5%	4%	-1%	-6	-5%	-4%	0%	-1%	-43%

(more compounds)
Each structure is followed by: p53 reactivation	NPC1 prom act	FLuc modulator	PKM2 act	ELG1 genotoxic	Giardia kill	Gal4-VP16 FLuc	BRCA1 expr up	Rab9 promoter act	Menin-MLL TR inh	RORg inh
C/C(=N\Nc1nc(C(C)(C)C)cs1)c1ccccc1
→ /	1.4µM*	2.1µM*	-6%	3.7µM*	-24	/	44%	1.1µM*	5%	/
COc1cc(OC)c(NC(=S)Nc2cccc(C)c2)cc1Cl
→ -11%	1%	5%	-13%	0%	-7	?	-45%	-1%	-13%	10µM*
CC(=O)Nc1ccc(S(=O)(=O)NCC2CCC(C(=O)NC(C)c3ccc4c(c3)OCCO4)CC2)cc1 (centres undefined)
→ -5%	-4%	5%	-4%	1%	/	-16%	/	4%	-1%	8%
Cc1ccc(NC(=S)Nc2ccc3cn[nH]c3c2)cc1
→ 13%	0%	?	-6%	-2%	-3	?	?	-3%	-3%	?
COc1ccccc1N1CCN(c2ccc(N3C(=O)CCC3=O)cc2[N+](=O)[O-])CC1
→ -4%	-6%	-7%	-11%	0%	-16	-25%	-1%	2%	6%	37%
Cc1ccc2c(c1)cc(CN(Cc1ccc3c(c1)OCO3)S(=O)(=O)c1ccccc1)c1nnnn12
→ -4%	-1%	0%	-1%	0%	0	-10%	0%	6%	2%	-17%
Oc1ccc(-c2csc(Nc3ncccn3)n2)c(O)c1
→ 0%	3.2µM*	3µM*	0%	7.3µM*	-3	-13%	4.5µM*	1.1µM*	?	0%
COc1ccc(Cc2nnc(-c3cccc(C)c3)o2)cc1OC
→ -3%	13%	-2%	10%	-1%	-1	?	15%	20%	-21%	?
Cc1ccc(CN2CCCN(Cc3c(F)cccc3Cl)S2(=O)=O)cc1
→ 2%	-1%	-1%	/	1%	-6	4%	-15%	-6%	8%	3%
Cc1oc(-c2cc(F)ccc2F)nc1CN1CCN(C)C(=O)[C@@H]1C
→ -1%	-3%	-1%	-2%	0%	3	-4%	-2%	-3%	0%	-20%
COc1ccc(C(=S)N2CCOCC2)cc1OS(=O)(=O)c1ccc(Br)cc1
→ -2%	-1%	0%	0%	-9%	-1	-5%	-25%	3%	/	14%
COc1ccc(CCNc2nncc(=O)[nH]2)cc1OC
→ -3%	1%	-19%	0%	0%	6	2%	-2%	-10%	-6%	23%
COc1cc2ccccc2cc1C(=O)N1CCN(C(C)=O)CC1
→ -2%	1%	-2%	-9%	2%	-11	-2%	-1%	0%	/	-16%
Cc1csc(NC(=O)Cn2cnnn2)n1
→ 1%	2%	4%	-5%	-1%	-14	1%	9%	2%	1%	-18%
Cc1ccc(N2C(=O)C3C=NNC3C2=O)cc1 (centres undefined)
→ 0%	2%	-1%	-7%	0%	10	-6%	4%	-4%	-8%	-16%
CCCC(=O)OCC(=O)Nc1ccc2c(c1)OCO2
→ 1%	-3%	?	-18%	-1%	-4	5%	-5%	6%	2%	4%
CCOC(=O)Cc1csc(NC(=O)c2ccc(Br)s2)n1
→ 2%	1%	24µM*	-19%	-9%	/	-4%	/	12%	3%	2%
COc1cc(Cl)cc(C#N)c1OCC(=O)O
→ -4%	-6%	1%	-4%	3%	-9	7%	5%	6%	12%	-1%

The list is partial; rates above refer to the full screens.
